GPR55 beta-arrestin: GPR55 agonists via beta-arrestin recruitment, primary screen, imaging, U2OS cells, beta-arrestin-GFP redistribution (AID 1961); U2OS GPR55 beta-arrestin-GFP redistribution imaging; higher % means a stronger effect; activation, % at 10 µM, or EC50 in µM where a hit was titrated; 0.048% of 290,000 active;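 active = activation above 40% with more than 50 cells counted in the well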;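 also: U2OS osteosarcoma cells stably expressing GPR55 and beta-arrestin-GFP; plate controls were DMSO negative control for no effect and LPI positive control for full effect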
KOR beta-arrestin-1: kappa opioid receptor activators – cell-based, luminescence, uHTS, primary screen (AID 1777); KOR beta-arrestin recruitment, luminescence; higher % means a stronger effect; activation, % at 10 µM, or EC50 in µM where a hit was titrated; 0.02% of 280,000 active; in the data active = activation above about 50%, passing the limit was not always enough; also: a part of the inactive calls stands beside numbers as strong as those of hits
Salmonella PhoP GFP: inhibitors of PhoP regulon expression, primary screen, Salmonella Typhimurium, GFP reporter (AID 1863); S. Typhimurium PhoP-regulated promoter GFP reporter, 4 h; higher % means a stronger effect; 0.16% of 300,000 active; inhibition, % at 50 µM, or IC50 in µM where a hit was titrated;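 active = inhibition over 29.93%, a cutoff 3 SD above the screen mean, later confirmed by dose response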;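 also: 0% = low Mg2+ inducing control and 100% = high Mg2+ repressing control; strong numbers were not always called active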
GPR35 arrestin U2OS: GPR35 antagonists blocking zaprinast-driven arrestin recruitment, primary screen, imaging, U2OS, beta-arrestin-GFP, zaprinast agonist (AID 2058); U2OS GPR35 beta-arrestin-GFP translocation imaging, zaprinast antagonism; higher % means a stronger effect; inhibition, % at 10 µM; hits with a dose series show IC50 in µM; 0.052% of 290,000 active;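 active = inhibition of at least 50% with at least 30 cells and total cytoplasm GFP at most 10,000,000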
NTR1 agonist: NTR1-driven beta-arrestin-GFP spot formation – imaging, U2OS cells, high content, primary screen (AID 493036). activation, % at 20 µM. agonist mode. P30989. 0.17% of 330,000 active;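 active = activation at or above 40% of the spot to cytoplasm intensity ratio, with at least 20 cells analyzed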;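 also: 0% = DMSO without peptide and 100% = 100 nM NTR1 peptide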
Target sequence (P30989 whole entry, looked up): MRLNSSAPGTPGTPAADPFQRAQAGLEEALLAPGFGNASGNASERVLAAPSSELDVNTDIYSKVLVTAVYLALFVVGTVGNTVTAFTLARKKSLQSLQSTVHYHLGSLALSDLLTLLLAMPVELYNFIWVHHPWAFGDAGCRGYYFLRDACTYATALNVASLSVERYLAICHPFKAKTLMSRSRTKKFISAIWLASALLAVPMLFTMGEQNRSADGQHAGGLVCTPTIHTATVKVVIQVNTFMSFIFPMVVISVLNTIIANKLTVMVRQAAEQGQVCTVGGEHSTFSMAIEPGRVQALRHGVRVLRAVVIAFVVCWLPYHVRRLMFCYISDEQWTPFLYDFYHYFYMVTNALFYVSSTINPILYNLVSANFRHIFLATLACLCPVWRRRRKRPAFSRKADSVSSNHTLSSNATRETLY
KOR beta-arrestin-2: kappa opioid receptor blockers – cell-based, luminescence, uHTS (AID 1778). KOR beta-arrestin recruitment, luminescence, antagonist mode; higher % means a stronger effect. inhibition, % at 10 µM; hits with a dose series show IC50 in µM. 0.091% of 290,000 active; in the data active = inhibition above about 50%; also: strong numbers were not always called active
T cell modulator: T cell immune modulation candidate; calls only at 7 µM; 0.068% of 330,000 active; 2C CD8+ T cell-vesicle binding, flow cytometry; hits give low values;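 active = response, share of CD8 T cells binding vesicles, and their 90th percentile fluorescence all below set limits, cut at about 80% in these data, passing the limit was not always enough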
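Benchmarks: naked versus QL9-loaded vesicles / Assay system: purified 2C TCR transgenic mouse naive CD8+ T cells / Technique: high-throughput flow cytometry with anti-B7-1 and anti-CD8 staining / Timing: Cell–vesicle co-incubation 1.5 h at 37 °C, staining 20 min on ice / Read-out: percent CD8+ FL2 mean versus row control / Probe or stimulus: QL9-loaded Drosophila micro-vesicles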
West Nile antiviral: inhibition of WNV-induced cytopathic effect – cell-based, CPE readout (AID 1621); 0.02% of 290,000 active; West Nile virus-infected cells, CPE inhibition; higher % means a stronger effect; CPE inhibition, % at 10 µM; hits with a dose series show IC50 in µM; in the data active = a potency from the dose series; also: strong numbers were not always called active
GPR55 LPI antagonism: GPR55 antagonists blocking LPI-driven arrestin recruitment, primary screen, imaging, U2OS, beta-arrestin-GFP, LPI agonist (AID 2013); one-dose inhibition, % at 10 µM; IC50 in µM for titrated hits; U2OS GPR55 beta-arrestin-GFP translocation imaging, LPI antagonism; higher % means a stronger effect; 0.13% of 290,000 active;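 active = spots per cell inhibited over 60%, with over 100 cells counted and total cytoplasm intensity under 500,000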;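 also: U2OS cells stably carrying GPR55 and arrestin-GFP stimulated by 5 µM LPI near EC80; imaged beta-arrestin-GFP aggregate spots per cell after agonist stimulation; plate controls were LPI-stimulated DMSO wells for no effect and DMSO wells without LPI for full effect; some results filed as inactive read as strong as hits; confirmed hits need IC50 under 10 µM and bright autofluorescent wells are also inconclusive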
T cell modulator vesicle-bound %: recorded beside T cell modulator, whose call it bears; double positive events, %; measured here: CD8+ vesicle-bound cell fraction;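 binding gate set so that unloaded-vesicle control wells show 10% double positive cells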
NTR1 agonist cell count 20 µM: second read-out of NTR1 agonist, no call of its own (marks repeat the call); cell count; measured here: cell count, cytotoxicity flag
Active calls of the source: *; i = inactive; . = not tested or not shown; [ ] = remark or other dose.

Every second line gives: West Nile antiviral | KOR beta-arrestin-1 | NTR1 agonist cell count 20 µM | GPR55 beta-arrestin | GPR35 arrestin U2OS | KOR beta-arrestin-2 | T cell modulator | NTR1 agonist | T cell modulator vesicle-bound % | Salmonella PhoP GFP | GPR55 LPI antagonism
CCCn1nnc(NC(=O)c2cccc(OCC)c2)n1
    -0.6% | -3.6% | 44 | -0.1% | 6% | 5% | i | 1.4 | 19 | 14% | -5%
CN(C)c1ccc(/C=C2\C(=N)N3N=C(CC(=O)N4CCCCC4)SC3=NC2=O)cc1
    -0.2% | -2.8% | 66 | -0.1% | 26% | 8% | i | -4.0 | 44 | -19% | 16%
COC(=O)c1ccc(Cn2nnc3c(=O)[nH]c(C4CCCN(S(=O)(=O)c5cccc(Cl)c5)C4)nc32)cc1 (stereo unspecified)
    0.4% | -3.3% | 76 | -0.1% | 12% | -18% | i | 11 | 29 | 4% | 11%
C/C(=N\N=C(N)N)c1ccc(Cl)cc1Cl
    -0.4% | -0.5% | 64 | 0.1% | -1% | -55% | i | -0.8 | 22 | -2% | 8%
COc1ccc(OC)c(S(=O)(=O)NCc2ccc(N3CCN(C)CC3)cc2)c1
    -0.4% | 1.5% | 70 | -0.1% | 5% | 19% | i | 0.7 | 33 | -7% | 19%
COc1ccc2nc(SCC(=O)Nc3cc(C)on3)c(C#N)cc2c1
    -0.2% | 1.2% | 42 | -0.1% | -5% | -16% | i | -0.6 | 9 | 0% | 6%
CCOc1cccc(OCCOc2ccccc2[N+](=O)[O-])c1
    -0.5% | 2.0% | 64 | 0.4% | 4% | 13% | i | 1.5 | 10 | 3% | 6%
CC(NC(=O)CSc1nnc(-c2cc3cc(Cl)ccc3o2)n1C)c1ccccc1 (stereo unspecified)
    -1.0% | -2.5% | 83 | -0.5% | 7% | -4% | i | 0.0 | 25 | 2% | 0%
Nn1cc(-c2ccccc2)nc1SCC(=O)N1CCN(S(=O)(=O)c2ccc3ccccc3c2)CC1
    -0.4% | -1.7% | 50 | -0.1% | 2% | -3% | i | 1.2 | 42 | -10% | 14%
CC(C(=O)N1CCc2ccccc21)N1CCN(c2cccc(C(F)(F)F)c2)CC1 (stereo unspecified)
    -1.0% | -4.9% | 46 | 0.1% | 19% | -22% | i | 2.4 | 31 | 1% | 26%
COCCn1c(=O)[nH]c2cc(C(=O)NC(C)C)ccc2c1=O
    -0.1% | 5.1% | 101 | 0.2% | 4% | -34% | i | -1.5 | 36 | -16% | 9%
CC(CNc1ccc([N+](=O)[O-])cc1)NC(=O)c1ccccc1Br (stereo unspecified)
    -0.7% | -5.5% | 59 | 0.2% | 10% | 2% | i | 1.7 | 25 | 12% | 19%
Cn1c(=O)c2c(O)c(C=Nc3ccc(F)cc3)c(=O)n(C)c2n(C)c1=O
    -0.4% | 1.5% | 47 | 0.3% | 8% | -25% | i | 0.0 | 30 | -4% | 13%
Cn1cccc1C(=O)OCC(=O)N1c2ccccc2NC(=O)C1(C)C
    -0.1% | 1.1% | 42 | 0.5% | -7% | -48% | i | 1.6 | 55 | 3% | -3%
O=C(Nc1nnc(Cc2ccc(Cl)cc2)s1)c1cccnc1
    0.1% | . | 77 | -0.1% | 4% | -18%[20 µM] | i | -0.2 | 43 | . | 5%
O=S(=O)(c1ccc2oc3ccc(S(=O)(=O)N4CCCCC4)cc3c2c1)N1CCCCC1
    0.3% | 0.3% | 73 | -0.1% | 4% | 27% | i | 0.6 | 57 | 0% | 90%
CCCn1c2c(c(O)c(C(=O)NCc3ccccc3)c1=O)CCCC2
    -0.2% | -0.2% | 91 | -0.1% | 1% | 0% | i | 16 | 50 | 11% | 15%
CCN(CC)C(=O)C1CCN(Cc2cn(C)nc2-c2ccc(Oc3ccccc3)cc2)CC1
    -0.3% | -4.4% | 67 | -0.2% | 19% | -7% | i | -0.3 | 18 | -5% | 4%
COc1ccccc1NS(=O)(=O)c1cccc(C(=O)N/N=C/c2ccc(NC(C)=O)cc2)c1
    -0.1% | -3.3% | 66 | -0.1% | -7% | 4%[20 µM] | i | -0.9 | 32 | -5% | 14%
O=C(Nc1ccc(F)c(F)c1)C1CCCN(S(=O)(=O)c2cccc3nonc23)C1 (stereo unspecified)
    -0.8% | -2.8% | 69 | 0.3% | -5% | 4% | i | -0.5 | 43 | -11% | 12%
Clc1ccc(-c2nc(Cc3ccccc3Cl)no2)cc1
    0.2% | 4.0% | 62 | 0.1% | 4% | -29% | i | 2.6 | 29 | -3% | -6%
CCN1C(=O)NC(c2ccc(Cl)cc2)C2=C1CCCC2=O (stereo unspecified)
    -0.6% | -1.9% | 82 | -0.1% | 3% | -11% | i | -2.2 | 17 | 8% | 5%
COc1ccc(C(=O)NCCn2cc(SCC(=O)NCc3ccco3)c3ccccc32)cc1
    -0.4% | 0.8% | 68 | -0.2% | 10% | -5% | i | -1.4 | 24 | 1% | -5%
NC(=O)N/N=C/c1ccc(-c2cccc(C(F)(F)F)c2)o1
    -1.0% | 0.4% | 42 | 0.0% | 6% | -14% | i | 0.7 | 51 | -4% | 5%
Cc1cc(C)c(S(=O)(=O)N2CCCC2=O)c(C)c1
    0.1% | . | 82 | 1.5% | 27% | 5%[20 µM] | i | 0.3 | 42 | 5% | -1%
Cc1nc2sc(C(c3cccc(F)c3)N3CCCC(C)C3)c(O)n2n1 (stereo unspecified)
    0.2% | -1.5% | 64 | 0.0% | 10% | -4% | i | 0.2 | 43 | -12% | 15%
CCn1ncc(Br)c1C(=O)Nc1ccn(C23CC4CC(CC(C4)C2)C3)n1
    -1.5% | 1.2% | 40 | 0.1% | -9% | 23% | i | 13 | 48 | -7% | 17%
CCOC(=O)C(C)/C(C)=N/NC(=O)CCC(=O)Nc1cc(C)ccc1C (stereo unspecified)
    -0.6% | -1.6% | 28 | 0.0% | -2% | 6%[20 µM] | i | -0.7 | 54 | 10% | 6%
COc1ccc(NC(=O)c2nc(C)c(C3(C)CC(c4ccccc4)=NO3)s2)cc1 (stereo unspecified)
    -0.3% | -2.7% | 81 | 0.7% | 19% | -37% | i | -3.7 | 8 | -6% | 4%
COc1ccc(C2C(C(C)=O)=C(O)C(=O)N2CCN(C)C)cc1OC (stereo unspecified)
    . | -8.5% | . | -0.2% | 11% | -11% | . | . | . | . | 8%

Pulled by compound from above (2):
Every second line gives: West Nile antiviral | KOR beta-arrestin-1 | NTR1 agonist cell count 20 µM | GPR55 beta-arrestin | GPR35 arrestin U2OS | KOR beta-arrestin-2 | T cell modulator | NTR1 agonist | T cell modulator vesicle-bound % | Salmonella PhoP GFP | GPR55 LPI antagonism
CCn1ncc(Br)c1C(=O)Nc1ccn(C23CC4CC(CC(C4)C2)C3)n1
    -1.5% | 1.2% | 40 | 0.1% | -9% | 23% | i | 13 | 48 | -7% | 17%
Clc1ccc(-c2nc(Cc3ccccc3Cl)no2)cc1
    0.2% | 4.0% | 62 | 0.1% | 4% | -29% | i | 2.6 | 29 | -3% | -6%

As entered above.
CCCn1nnc(NC(=O)c2cccc(OCC)c2)n1 @ KOR beta-arrestin-2: 5%
O=C(Nc1nnc(Cc2ccc(Cl)cc2)s1)c1cccnc1 @ T cell modulator vesicle-bound %: 43
Cc1cc(C)c(S(=O)(=O)N2CCCC2=O)c(C)c1 @ West Nile antiviral: 0.1%

(more compounds)
Every second line gives: West Nile antiviral | KOR beta-arrestin-1 | NTR1 agonist cell count 20 µM | GPR55 beta-arrestin | GPR35 arrestin U2OS | KOR beta-arrestin-2 | T cell modulator | NTR1 agonist | T cell modulator vesicle-bound % | Salmonella PhoP GFP | GPR55 LPI antagonism
O=C(NNC(=O)c1ccc(S(=O)(=O)N2CCCCC2)cc1)c1ccccc1
    0.3% | -4.4% | 53 | -0.2% | -17% | 9% | i | -0.2 | 16 | 6% | -11%
CCc1c(C)sc2nc3c(C(=O)N4CCOCC4)cc(C(=O)c4ccccc4O)cn3c(=O)c12
    -0.7% | 1.8% | 56 | 0.0% | -2% | -6% | i | 9.7 | 46 | -11% | 3%
CCCC(=O)N1CCN(c2ccc([N+](=O)[O-])cc2Cl)CC1
    -1.4% | 3.5% | 77 | 0.2% | -2% | . | i | 1.2 | 57 | -12% | 4%
CCc1nnc(NC(=O)CCS(=O)(=O)Cc2ccccc2)s1
    1.5% | -2.6% | 53 | -0.1% | 3% | 2% | i | 0.3 | 22 | -1% | 2%
CCN(CC)c1cc2nc(C)n(Cc3ccccc3)c(=O)c2cc1NC(=O)C1CC1
    0.8% | 0.8% | 52 | 0.2% | 10% | -12% | i | 0.7 | 52 | -2% | 5%
Cc1nnc(NC(=O)CSc2nc(C(C)C)nc3sc(C)c(C)c23)s1
    0.4% | -1.3% | . | -0.2% | -16% | 2% | . | . | . | 0% | 5%
COc1ccc2c(c1)O[C@H]1c3ccc(O)cc3OC[C@@H]21
    0.3% | . | 88 | . | . | . | i | -1.8 | 23 | 1% | .
O=C(NCC(c1cccs1)N1CCOCC1)c1cc([N+](=O)[O-])cc([N+](=O)[O-])c1 (stereo unspecified)
    -0.7% | 3.1% | 79 | 0.2% | -6% | 12% | i | 1.7 | 24 | -7% | 2%
CCCn1c(=S)[nH]c2cc(C(=O)N3CCN(C(=O)OCC)CC3)ccc2c1=O
    -0.5% | 2.0% | 51 | -0.2% | -12% | 4% | i | -0.2 | 43 | 9% | 2%
CS(=O)(=O)c1ccc(S(=O)CC(=O)Oc2ccc(Cl)cc2)c([N+](=O)[O-])c1 (stereo unspecified)
    -0.1% | 1.6% | 51 | 0.0% | -10% | -10% | i | 7.6 | 43 | 0% | 1%
COC(=O)c1ccc2ccn(CC(=O)NC(C)C)c2c1
    0.4% | -4.3% | 45 | -0.3% | -3% | 25% | i | 0.3 | 14 | -3% | 6%
O=C(CN1CCN(S(=O)(=O)c2ccc(Cl)cc2)CC1)Nc1ccc(N2CCOCC2)cc1
    -0.5% | 0.3% | 55 | 0.2% | 3% | 29% | i | 1.6 | 76 | -3% | 1%
CCCCNC(=O)c1ccc2nc(-c3ccco3)c(-c3ccco3)nc2c1
    0.1% | -2.6% | 84 | -0.1% | -4% | 6% | i | 1.4 | 37 | -7% | 2%
COC(=O)CNc1nc(Cl)nc(N2CCC(C)CC2)n1
    0.1% | 23% | 50 | -0.3% | -6% | 19% | i | 0.7 | 16 | 1% | -3%

Assay outcomes deposited in PubChem by several laboratories.
